Source: PubChem BioAssay
LYPLA2 inh: LYPLA2 (human) inhibition in PME1 counter-screen. O95372. recombinant LYPLA2, FP-Rh probe fluorescence polarization. inhibition, % at 5.9 µM. hit rate 0.38% among 320,000;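 active = inhibition above the screen-wide mean plus 3 SD, limit set per campaign, cut at about 26% in these data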;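 also: 0% = LYPLA2 with DMSO and 100% = wells lacking LYPLA2 enzyme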
PME-1 primary: PME-1 (human) inhibition | recombinant PME-1, FP-Rh probe fluorescence polarization | inhibition, % at 5.9 µM | hit rate 0.53% among 320,000;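 active = inhibition above the campaign mean of all compounds plus 3 SD, cut at about 26% in these data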;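 also: competitive labeling of PME-1 active site by serine hydrolase directed probe; 0% = PME-1 with DMSO and 100% = wells lacking PME-1 enzyme; inhibitors block probe labeling so polarization falls and inhibition rises; many of its hits are not listed in these tables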
PAFAH1B2 FP inh: inhibitors of human PAFAH1B2; P68402; AID 492953; recombinant PAFAH1B2, FP-rhodamine activity probe, fluorescence polarization; inhibition, % at 3.39 µM; hit rate 1.2% among 340,000;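 active = inhibition above the mean of all tested compounds plus 3 SD, cut at about 24% in these data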;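 also: 0% = enzyme with DMSO and 100% = wells lacking PAFAH1B2; many of its hits are not listed in these tables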
PAD4 inh: PAD4 (human) enzyme inhibition; Q9UM07; hit rate 0.41% among 330,000; recombinant PAD4, RCA probe fluorescence polarization; AID 485272; inhibition, % at 6.36 µM;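 active = percent inhibition above a cutoff equal to the mean of all tested compounds plus 3 SD, cut at about 15% in these data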;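 also: 0% = PAD4 with RCA probe and DMSO and 100% = probe without PAD4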
Target sequence (Q9UM07 whole entry, looked up): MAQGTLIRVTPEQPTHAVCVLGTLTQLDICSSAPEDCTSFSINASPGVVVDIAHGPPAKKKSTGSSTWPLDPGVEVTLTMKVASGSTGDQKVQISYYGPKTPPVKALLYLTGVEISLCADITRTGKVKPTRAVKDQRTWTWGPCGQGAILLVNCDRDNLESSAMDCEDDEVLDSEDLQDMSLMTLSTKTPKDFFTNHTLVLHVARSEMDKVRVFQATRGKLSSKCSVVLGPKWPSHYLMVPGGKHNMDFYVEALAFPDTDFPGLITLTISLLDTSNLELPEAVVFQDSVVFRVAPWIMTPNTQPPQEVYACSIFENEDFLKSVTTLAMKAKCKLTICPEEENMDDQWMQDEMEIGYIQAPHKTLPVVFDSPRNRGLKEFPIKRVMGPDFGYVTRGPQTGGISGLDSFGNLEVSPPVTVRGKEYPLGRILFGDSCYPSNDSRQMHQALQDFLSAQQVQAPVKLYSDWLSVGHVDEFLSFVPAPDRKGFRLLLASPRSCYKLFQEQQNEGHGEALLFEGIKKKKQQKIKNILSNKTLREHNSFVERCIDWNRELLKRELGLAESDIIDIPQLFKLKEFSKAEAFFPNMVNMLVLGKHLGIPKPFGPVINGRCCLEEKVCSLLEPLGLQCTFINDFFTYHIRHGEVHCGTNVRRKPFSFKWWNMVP
PAFAH2 inh: PAFAH2 (human) inhibition; hit rate 0.99% among 340,000; recombinant PAFAH2, FP-rhodamine activity probe, fluorescence polarization; inhibition, % at 3.39 µM;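 active = inhibition above the mean over all tested compounds plus 3 SD, cut at about 30% in these data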;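 also: inhibitors block probe labeling of enzyme so polarization drops; 0% = enzyme with DMSO and 100% = wells lacking PAFAH2 protein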
GSTO1 inh: blocks human GSTO1 in RBBP9 counter-screen; recombinant GSTO1, activity-based probe fluorescence polarization; inhibition, % at 5.96 µM; P78417; hit rate 1.1% among 300,000;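 active = inhibition above the campaign mean inhibition plus 3 SD, cut at about 35% in these data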;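 also: 0% = GSTO1-1 with DMSO and 100% = wells lacking GSTO1-1 enzyme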
LYPLA1 counter: blocks human lysophospholipase 1, a PME1 counter-screen. O75608. recombinant LYPLA1, FP-Rh probe fluorescence polarization. inhibition, % at 5.9 µM. hit rate 0.16% among 320,000;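 active = inhibition above the mean of all tested compounds plus 3 SD, set per campaign, cut at about 14% in these data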;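 also: inhibitors block serine hydrolase probe labeling of LYPLA1 so polarization falls; 0% = enzyme with DMSO and 100% = wells lacking LYPLA1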
PAFAH1B3 inh: blocks human PAF acetylhydrolase 1B catalytic subunit 3; recombinant PAFAH1B3, FP-rhodamine probe, fluorescence polarization; inhibition, % at 3.39 µM; hit rate 0.28% among 340,000; AID 492972;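 active = inhibition above the screen-wide average of all tested compounds plus 3 SD, cut at about 25% in these data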;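 also: 0% = enzyme with DMSO only and 100% = wells lacking PAFAH1B3 protein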
Target sequence (Q15102 whole entry, looked up): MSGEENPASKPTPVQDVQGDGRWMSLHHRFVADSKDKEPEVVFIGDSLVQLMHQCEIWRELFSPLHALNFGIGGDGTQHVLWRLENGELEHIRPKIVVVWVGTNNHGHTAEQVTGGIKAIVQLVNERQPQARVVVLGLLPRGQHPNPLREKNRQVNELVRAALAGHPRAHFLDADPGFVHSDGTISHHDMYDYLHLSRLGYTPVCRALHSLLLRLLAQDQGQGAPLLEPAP
pPAFAH inh: inhibitors of human plasma PAF acetylhydrolase (pPAFAH); recombinant pPAFAH, FP-rhodamine probe fluorescence polarization; inhibition, % at 3.39 µM; hit rate 1.5% among 330,000;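 active = inhibition above the mean inhibition across the screen plus 3 SD, cut at about 25% in these data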;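 also: inhibitors block binding of the rhodamine activity-based probe so polarization drops; 0% = enzyme with DMSO and 100% = wells lacking pPAFAH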
* marks the source's active call; other numbers are inactive results; . = no result given; & = joins results of further samples.

mol,LYPLA2 inh,PME-1 primary,PAFAH1B2 FP inh,PAD4 inh,PAFAH2 inh,GSTO1 inh,LYPLA1 counter,PAFAH1B3 inh,pPAFAH inh
Cc1cc(Cl)ccc1OCC(=O)Nc1cccc(S(=O)(=O)NC2=NCCCCC2)c1,-6,-6,4,4,3,8,-2,3,-2
CCc1ccc(-n2c(=O)c3ccc(C(=O)NCCc4ccccc4)cc3n(CC(N)=O)c2=O)cc1,-13,-10,-5,-3,-4,8,-3,10,1
Cc1ccc(CNc2nc3ccccc3n3nnnc23)cc1,3,2,-1,1,1,2,-1,-4,0
CCOC(=O)c1c(SCC(=O)Nc2nc(C)cs2)nc(=O)[nH]c1C,-9,2,2,7,5,-2,-4,2,3
N=C1S/C(=C\c2ccc(-c3cccc(Cl)c3)o2)C(=O)N1c1nccs1,2,14,8,-2,45*,30,-2,11,16
C=CCNc1nc(Nc2ccc(OC)cc2)nc(OC)n1,11,-6,1,-1,5,-8,2,3,1
C/C(=N\NC(=O)CCn1nnc2ccccc21)c1ccco1,-5,1,5,2,2,-5,-3,6,-1
Cc1ccc(C)c(NC(=O)COc2cccc3c2CCN(Cc2ccccc2C)C3=O)c1,9,-11,0,0,-7,-1,-4,-13,3
CCCn1nnc(NC(=O)c2ccc(OCC)c(Cl)c2)n1,-4,-8,-1,1,6,1,-1,4,2
CC(=O)c1ccc(N=Nc2ccc(N)cc2)cc1,4,-1,3,3,-10,-8,5,12,11
O=C(c1ccccc1S(=O)(=O)NCC(O)COc1ccc([N+](=O)[O-])cc1)N1CCCCC1 (stereo not given),9,4,2,3,0,-1,0,-1,1
C/C(CCc1ccccc1)=N\NC(=O)C1C2CCCCC21 (stereo not given),2,2,2,0,6,5,-1,4,3
COc1ccc(CNCCC(c2ccc(F)cc2)c2ccc(OC(C)C)cc2)cc1OC (stereo not given),-2,-7,6,-3,5,-3,2,11,8
Cc1nc(CCNC(=O)CC2C(=O)NCCN2Cc2ccoc2)nc2c1CCCC2 (stereo not given),-4,2,5,0,-12,2,-1,10,-2
COc1ccccc1N1CCN(CCN(C(=O)C2CCCCC2)c2ccccn2)CC1,-2,-5,3&-7,-1,8&3,7,1,0&-1,0
CCCCN(C(=O)CSc1nc(CCC)cc(=O)[nH]1)c1c(N)n(Cc2ccccc2)c(=O)[nH]c1=O,.,.,-1,-5,3,.,.,7,-3
O=C(Cn1ncc2c1-c1ccccc1OC2)N1CCN(Cc2ccccc2)CC1,-5,2,5,-6,4,-2,0,-2,1
CCC/C(=N\NC(=O)c1ccc(CSc2nncn2C)cc1)c1ccccc1,-1,4,-4,1,0,1,-3,9,-2
C[C@@]12CCC=C[C@H]1[C@H](c1ccc3ccccc3c1)N(Cc1ccccc1)C2=O,-4,1,6,3,0,-3,-4,-3,1
CN(Cc1ccccc1)C(=O)CSc1nc2ccccc2[nH]1,-1,-3,2,9,-3,10,1,2,-8
CCOc1ccccc1CNC(=O)C1Cc2cc(S(=O)(=O)N3CCCCC3)ccc2N1C(C)=O (stereo not given),0,-2,1,0,4,-1,-4,0,2
COc1ccccc1-n1cnc2cc(NC(=O)c3ccco3)ccc21,4,-3,-3,-1,3,3,1,12,0
COc1ccc(Br)cc1CNC(=O)Cc1c(C(=O)O)[nH]c2ccc(Cl)cc12,0,9,.,0,.,-20,-2,.,2
CC(=O)Nc1ccc(S(=O)(=O)N(C)CC(=O)OCC(=O)N2CCc3ccccc32)cc1,1,-4,1,0,2,-1,-2,2,-6
Cc1ccc(NC(=O)C2CCC(=O)N2C(=O)OCc2ccccc2)cc1 (stereo not given),-2,1,8,-3,-2,4,-2,7,-1
COc1cccc(-c2cc(C(=O)Nc3cnn(Cc4ccc(F)cc4)c3)no2)c1,1,4,2,-5,4,2,-2,4,6
COc1ccc(S(=O)(=O)N2CCCC2C(=O)Nc2nc3c(s2)CCCC3)cc1 (stereo not given),-4,0,6,-1,6,1,-5,-1,5
Cc1noc(C)c1C(=O)OCC(=O)Nc1cccc(S(N)(=O)=O)c1,2,5,0,3,4,4,3,9,-3
O=C(Nc1cc(S(=O)(=O)N2CCOCC2)ccc1N1CCOCC1)c1ccc(S(=O)(=O)N2CCCCC2)cc1,4,9,1,-2,-2,8,0,-1,7
c1cc(-c2nsc(-c3ccncc3)n2)ccn1,7,2,2,1,-6,0,4,4,5

Other entries.
Each structure is followed by: LYPLA2 inh | PME-1 primary | PAFAH1B2 FP inh | PAD4 inh | PAFAH2 inh | GSTO1 inh | LYPLA1 counter | PAFAH1B3 inh | pPAFAH inh
COC(=O)c1cc2nc(-c3ccc(OC)cc3)cc(C(F)(F)F)n2n1
    2 | -4 | 0 | -4 | -2 | 1 | -1 | 10 | -2
CC(=O)C(Sc1nnnn1-c1ccccc1)C(C)=O
    -2 | -6 | -2 | 1 | 8 | 3 | 0 | 8 | -3
COc1ccc(CC(=O)NCC(=O)Nc2ccccc2Br)cc1
    -1 | 3 | -1 | 1 | 7 | 10 | 2 | 5 | -1
Nc1c(C(=O)Nc2cccc(Cl)c2Cl)sc2nc(-c3cccnc3)ccc12
    -6 | -6 | 0 | -1 | -4 | -14 | -11 | 12 | 0
O=C(CSc1nc(-c2ccc(F)cc2)cc(C(F)(F)F)n1)NCc1cccs1
    -4 | 8 | 3 | 2 | -7 | -3 | -2 | 9 | 9
COc1ccccc1C1C(C#N)=C(N)Oc2cc(C)n(CCCn3ccnc3)c(=O)c21 (stereo not given)
    0 | 4 | 3 | -1 | -8 | 0 | 5 | 4 | 4
COc1ccc(N2C(=O)C(CC(N)=O)N(NC(=O)c3cccc(OC)c3)C2=S)cc1 (stereo not given)
    1 | 2 | 5 | 1 | -8 | 7 | 0 | -5 | 3
CC(NC(=O)C1CC12CCC2)c1ccccc1 (stereo not given)
    5 | 2 | 1 | -4 | 2 | 3 | 1 | 8 | -2
CCCCNC(=O)c1ccccc1SCc1c(C)noc1C
    -3 | 3 | -6 | 0 | 6 | 4 | 0 | 6 | 2
CCN(CC)CC1(O)CCN(C(=O)c2ccc(Cl)c(Cl)c2)CC1
    -6 | -1 | 3 | -8 | 4 | -10 | 0 | 3 | -2
Cc1ccc(CN2CC(C(=O)N3CC=C(c4ccccc4)CC3)CC2=O)cc1 (stereo not given)
    10 | 7 | 8 | 0 | 3 | 3 | 4 | 13 | 4
CCn1c(SCC(=O)N2CCCCC2C)nnc1-c1ccc(S(=O)(=O)N2CCN(C)CC2)cc1 (stereo not given)
    3 | -2 | 4 | 2 | -9 | -1 | 0 | 1 | 5
O=C(O)COc1ccccc1/C=C1\SC(=Nc2ccc(F)cc2)N(c2ccc(F)cc2)C1=O
    1 | -2 | 10 | -4 | 0 | 7 | -3 | 4 | 1
COc1ccc(/C=C2\SC(=O)N=C2N)cc1OC
    -2 | 5 | -1 | 2 | -1 | 7 | -2 | 3 | 0
Cc1cc(-n2c(SCCC#N)nnc2-c2cccnc2)ccc1Cl
    9 | 10 | 4 | -2 | 4 | -3 | 4 | 0 | 2
CC(=O)c1ccc(S(=O)c2ccccc2)cc1 (stereo not given)
    3 | 0 | 10 | 1 | -3 | 5 | 2 | 11 | 0
Cc1cc2ncc(C(=O)N=CN(C)C)cn2n1
    3 | -4 | 0 | -1 | 3 | 1 | -2 | -2 | 5
Cc1nc2sc(C(c3ccc(Cl)cc3)N3CCN(c4ccccc4F)CC3)c(O)n2n1 (stereo not given)
    29* | -6 | 4 | 0 | 0 | 10 | 5 | 5 | -8
Cc1cc(C)c2c(-n3cccc3)c(C(=O)NNS(=O)(=O)c3ccc(F)cc3)sc2n1
    7 | 4 | 12 | -2 | 0 | -5 | -1 | 1 | 4
CN(C)Cc1c(C(=O)Nc2ccccc2)[nH]c2ccccc12
    -2 | 5 | -6 | -4 | 3 | 7 | 0 | 10 | 4
Cc1cc(NC(=O)CSc2nc(-c3cccs3)nc3ccccc23)no1
    -10 | -9 | 2 | -7 | -12 | . | -6 | -4 | -1
Cc1cc(-n2c(=S)sc3c(=O)n(-c4ccc(F)cc4)c(SCC(=O)O)nc32)ccc1Cl
    -5 | 3 | -8 | 2 | 3 | -18 | -5 | 3 | 7
Cc1nc(Nc2ccccc2)[nH]c(=O)c1CCC(C)C
    9 | 6 | 0 | -4 | -5 | -8 | 4 | 5 | -8

Of the compounds above, these have an NH in an aromatic ring:
Each structure is followed by: LYPLA2 inh | PME-1 primary | PAFAH1B2 FP inh | PAD4 inh | PAFAH2 inh | GSTO1 inh | LYPLA1 counter | PAFAH1B3 inh | pPAFAH inh
CCOC(=O)c1c(SCC(=O)Nc2nc(C)cs2)nc(=O)[nH]c1C
    -9 | 2 | 2 | 7 | 5 | -2 | -4 | 2 | 3
CCCCN(C(=O)CSc1nc(CCC)cc(=O)[nH]1)c1c(N)n(Cc2ccccc2)c(=O)[nH]c1=O
    . | . | -1 | -5 | 3 | . | . | 7 | -3
CN(Cc1ccccc1)C(=O)CSc1nc2ccccc2[nH]1
    -1 | -3 | 2 | 9 | -3 | 10 | 1 | 2 | -8
COc1ccc(Br)cc1CNC(=O)Cc1c(C(=O)O)[nH]c2ccc(Cl)cc12
    0 | 9 | . | 0 | . | -20 | -2 | . | 2
CN(C)Cc1c(C(=O)Nc2ccccc2)[nH]c2ccccc12
    -2 | 5 | -6 | -4 | 3 | 7 | 0 | 10 | 4
Cc1nc(Nc2ccccc2)[nH]c(=O)c1CCC(C)C
    9 | 6 | 0 | -4 | -5 | -8 | 4 | 5 | -8

A portion of the library; the hit share may differ from the screen's.
